# Screening results: PubChem, Broad Institute
# PRC2 inh: EZH2/PRC2 methyltransferase inhibitors, primary screen, biochemical, DELFIA time-resolved fluorescence, single point. PRC2 H3K27 methylation, DELFIA TRF, 1 h. Histone-lysine N-methyltransferase EZH2 (Homo sapiens), Q15910. AID 651548, 2012. inhibition, % at 12.5 µM. hit rate 0.35% among 57,000;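 active = mean inhibition of replicates at least 50% and every single replicate also reaching 50%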;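 note: dimethyl H3K27 on biotinylated H3 21-44 peptide detected by antibody; plate controls were median neutral control wells for no effect and median positive control wells for full effect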
# IDH1 mut inh: inhibitors of IDH1 R132H reductase, primary screen, biochemical, plate reader, single point; Isocitrate dehydrogenase [NADP] cytoplasmic (Homo sapiens), O75874; diaphorase/resazurin fluorescence, 60 min; inhibition, % at 10 µM; hit rate 0.18% among 70,000; AID 624101, 2012; in the data active = inhibition above about 34%;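 note: 0% = DMSO and 100% = no enzyme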
# Target sequence (O75874 whole entry R132H): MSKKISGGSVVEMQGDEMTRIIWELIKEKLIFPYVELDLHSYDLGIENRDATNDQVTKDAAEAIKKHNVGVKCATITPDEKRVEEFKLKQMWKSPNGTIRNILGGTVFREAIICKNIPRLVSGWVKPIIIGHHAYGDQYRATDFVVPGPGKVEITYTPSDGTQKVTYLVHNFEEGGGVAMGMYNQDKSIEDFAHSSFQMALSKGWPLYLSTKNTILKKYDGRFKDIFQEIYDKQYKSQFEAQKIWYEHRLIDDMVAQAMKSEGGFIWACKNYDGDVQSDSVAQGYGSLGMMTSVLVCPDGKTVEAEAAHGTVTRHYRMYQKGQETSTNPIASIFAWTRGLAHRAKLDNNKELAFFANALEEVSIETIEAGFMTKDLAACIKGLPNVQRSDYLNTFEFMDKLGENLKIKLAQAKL
# The depositor's hits bear a star; . = not tested or not shown. These rows are one share of the data; rates above refer to the full screens.
SMILES,PRC2 inh,IDH1 mut inh
C[C@H](CO)N1C[C@H](C)[C@@H](CN(C)C(=O)CC2CC2)Oc2ncc(C#Cc3cccnc3)cc2C1=O,-2,3.0
C[C@H](CO)N1C[C@H](C)[C@H](CN(C)C(=O)c2ccncc2)Oc2cc(C3=CCCCC3)ccc2S1(=O)=O,-14,.
C[C@@H]1CN([C@@H](C)CO)C(=O)c2cc(-c3ccc(F)cc3)cnc2O[C@H]1CN(C)Cc1ccccn1,.,0.1
C[C@H]1CN([C@@H](C)CO)C(=O)CCCn2nncc2CO[C@H]1CN(C)C(=O)Nc1cccc2ccccc12,.,-0.5
C[C@H](CO)N1C[C@H](C)[C@H](CN(C)Cc2ccccn2)Oc2ncc(-c3cccc(F)c3)cc2C1=O,10,1.3
Cc1ccccc1S(=O)(=O)NCC[C@@H]1CC[C@H](NC(=O)C2CCCCC2)[C@@H](CO)O1,-7,0.3
Cc1ccc(S(=O)(=O)N(C)C[C@H]2Oc3c(NC(=O)c4ccncc4)cccc3C(=O)N([C@@H](C)CO)C[C@H]2C)cc1,6,-0.6
C[C@@H]1CN([C@@H](C)CO)C(=O)c2cc(NC(=O)c3ccncc3)ccc2O[C@@H]1CN(C)C(=O)Nc1ccc(F)cc1,0,-0.5
CCOc1ccc(NC(=O)C(C)n2nc([N+](=O)[O-])c(Br)c2C)cc1 (stereo unspecified),22,0.0
CCOc1ccc(C(=O)CSc2nnc(-c3ccncc3)n2-c2ccc(C)cc2)cc1,-8,0.2
C[C@H](CO)N1C[C@H](C)[C@@H](CN(C)S(=O)(=O)c2ccccc2)OCCCC[C@H](C)Oc2ccc(NC(=O)CCC(F)(F)F)cc2C1=O,.,1.1
C[C@@H]1CN([C@H](C)CO)C(=O)c2cccc(NC(=O)Nc3ccccc3)c2O[C@@H]1CN(C)Cc1ccccc1,4,.
CS(=O)(=O)N(CC(=O)Nc1ccc(C(F)(F)F)cc1)c1cccc(C(F)(F)F)c1,4,1.1
CCS(=O)(=O)Nc1ccc2c(c1)C(=O)N(C)C[C@@H](OC)[C@H](C)CN(Cc1ccccn1)[C@H](C)CO2,2,0.2
CC(C)C#Cc1ccc2c(c1)O[C@@H](CN(C)C)[C@@H](C)CN([C@H](C)CO)S2(=O)=O,8,75*
COc1ccc(CN(C)C[C@@H]2Oc3ccc(NC(=O)Nc4c(C)noc4C)cc3CC(=O)N([C@@H](C)CO)C[C@@H]2C)cc1,-4,-0.3
O=C(C[C@H]1C[C@@H]2c3cc(NC(=O)c4ccc5c(c4)OCO5)ccc3O[C@@H]2[C@@H](CO)O1)NC1CCCCC1,10,-0.3
C[C@@H]1CCCCO[C@H](CN(C)S(=O)(=O)c2cccs2)[C@@H](C)CN([C@H](C)CO)C(=O)c2cc(NS(=O)(=O)c3cccs3)ccc2O1,.,-0.6
C[C@@H]1CN([C@H](C)CO)C(=O)c2cc(NC(=O)CCCCCC(=O)Nc3ccccc3N)ccc2O[C@@H]1CN(C)C(=O)Nc1ccccc1,2,.
C[C@@H]1CN([C@@H](C)CO)C(=O)c2cccc(NS(=O)(=O)c3ccc(Cl)cc3)c2O[C@H]1CN(C)C(=O)NC1CCCCC1,5,2.2
CCN(CC)S(=O)(=O)c1ccc(Cl)c(C(=O)Oc2ccc(C)cc2-n2nc3ccccc3n2)c1,7,-0.1
CCCNC(=O)N(C)C[C@H]1Oc2cc(C#CC(C)(C)O)ccc2S(=O)(=O)N([C@@H](C)CO)C[C@H]1C,9,-0.4
CO[C@@H]1CN(C)C(=O)c2cc(NC(C)=O)ccc2OC[C@@H](C)N(CCC(F)(F)F)C[C@@H]1C,-4,0.0
Cc1ccc(-c2nnc(SCC(=O)Nc3ccc(Br)cc3C(C)C)o2)cc1,9,0.4

# Single values from the results shown:
# Cc1ccc(-c2nnc(SCC(=O)Nc3ccc(Br)cc3C(C)C)o2)cc1 @ PRC2 inh: 9
# CCCNC(=O)N(C)C[C@H]1Oc2cc(C#CC(C)(C)O)ccc2S(=O)(=O)N([C@@H](C)CO)C[C@H]1C @ IDH1 mut inh: -0.4

# (continued)
SMILES,PRC2 inh,IDH1 mut inh
C[C@H](CO)N1C[C@H](C)[C@@H](CN(C)C(=O)c2cc(-c3ccccc3)on2)OCc2cn(nn2)CCCC1=O,-4,2.0
C[C@@H]1CN([C@@H](C)CO)C(=O)c2cc(C#CC3CCCCC3)cnc2O[C@H]1CN(C)S(=O)(=O)c1ccc(F)cc1,-7,8.0
CC(C)NC(=O)Nc1ccc2c(c1)CC(=O)N([C@H](C)CO)C[C@H](C)[C@H](CN(C)CC1CC1)O2,6,0.2
CO[C@@H]1CN(C)C(=O)c2ccc(NS(=O)(=O)CC(F)(F)F)cc2OC[C@H](C)N(Cc2nccs2)C[C@@H]1C,4,-0.1
C[C@@H]1CCCCO[C@@H](CN(C)C(=O)Nc2ccccc2)[C@H](C)CN([C@@H](C)CO)C(=O)c2cc(NC(=O)Nc3cccc4ccccc34)ccc2O1,.,2.4
CO[C@H]1CN(C)C(=O)c2ccc(NC(=O)C3CCCC3)cc2OC[C@@H](C)N(C(C)=O)C[C@@H]1C,-7,0.3
O=C(CN1C(=O)c2ccccc2C1=O)Oc1ccc(C(=O)Nc2ccccc2)cc1,-9,1.1
C[C@H]1CN([C@@H](C)CO)C(=O)Cc2cc(N(C)C)ccc2O[C@@H]1CN(C)S(=O)(=O)c1ccc(Cl)cc1,.,-0.5
O=C(Nc1ccc(F)cc1)N[C@H]1C=C[C@H](CC(=O)N2CCCCC2)O[C@H]1CO,2,0.3
CCOc1ccc(NC(=O)CSc2n[nH]c(-c3ccc(Cl)cc3)n2)cc1,7,-0.4
O=C(O)c1cccc(COc2ccc(CO)cc2Cl)c1,-3,0.0
CCCOc1cc(N)ccc1C(=O)OCCN(CC)CC,20,0.7
O=C(OCCN1CCOCC1)C1(c2ccccc2)CCCCC1,1,-0.1
CCCc1c(OCC(O)COc2ccc3c(=O)cc(C(=O)O)oc3c2CCC)ccc(C(C)=O)c1O (stereo unspecified),.,22
C[C@@H]1CCCCO[C@H](CN(C)C(=O)Nc2ccc3c(c2)OCO3)[C@H](C)CN([C@@H](C)CO)C(=O)c2cc(NC(=O)CCCN(C)C)ccc2O1,.,0.4
C[C@@H]1CN([C@@H](C)CO)C(=O)c2cc(Br)cnc2O[C@H]1CN(C)Cc1cccc(C(=O)O)c1,5,.
C[C@@H]1CN([C@@H](C)CO)C(=O)Cc2cc(NC(=O)Nc3ccc(C(F)(F)F)cc3)ccc2O[C@H]1CN(C)S(=O)(=O)c1cccs1,.,0.9
C[C@@H]1CN([C@@H](C)CO)C(=O)c2cc(-c3ccc(C#N)cc3)cnc2O[C@H]1CN(C)Cc1ccccn1,0,4.7
O=C(NCC[C@H]1CC[C@H](NS(=O)(=O)c2ccccc2F)[C@@H](CO)O1)c1ccc(F)cc1,5,0.3
C[C@H]1CN([C@@H](C)CO)C(=O)Cc2cc(NS(C)(=O)=O)ccc2O[C@H]1CN(C)S(C)(=O)=O,.,2.9
Cc1ccc(S(=O)(=O)N[C@H]2CC[C@@H](CC(=O)NCc3ccc(Cl)c(Cl)c3)O[C@H]2CO)cc1,0,-0.8
C[C@H](CO)N1C[C@H](C)[C@@H](CN(C)Cc2ccc(Cl)c(Cl)c2)Oc2ccc(NC(=O)Nc3ccccc3)cc2CC1=O,.,-0.3
COc1ccc(NC(=O)Nc2cccc3c2O[C@H](CN(C)S(=O)(=O)c2cccs2)[C@@H](C)CN([C@H](C)CO)C3=O)cc1,.,1.0
Cc1noc(C)c1NC(=O)N(C)C[C@H]1Oc2c(NC(=O)C3CCCCC3)cccc2C(=O)N([C@@H](C)CO)C[C@H]1C,4,-0.1
C[C@@H]1CN([C@@H](C)CO)C(=O)c2cc(NS(=O)(=O)c3ccccc3)ccc2O[C@H]1CN(C)CC1CC1,9,1.1
COCc1cn(CC[C@@H]2CC[C@H](NC(=O)Nc3ccc(C(F)(F)F)cc3)[C@H](CO)O2)nn1,8,0.3
Cc1noc(C)c1NC(=O)Nc1ccc2c(c1)CC(=O)N([C@H](C)CO)C[C@@H](C)[C@H](CN(C)Cc1ccc3c(c1)OCO3)O2,7,-0.1
COc1ccc(C(O)c2nccn2Cc2ccccc2)cc1OC (stereo unspecified),-1,-0.1
O=C(C[C@H]1C[C@H]2c3cc(NC(=O)CC4CC4)ccc3O[C@H]2[C@@H](CO)O1)NCc1ccc2c(c1)OCO2,6,-0.6
C[C@H](CO)N1C[C@H](C)[C@@H](CN(C)C(=O)Nc2ccc(C(F)(F)F)cc2)Oc2ccc(NC(=O)Nc3ccccc3)cc2CC1=O,.,1.2
C[C@@H]1CN([C@@H](C)CO)C(=O)CCCn2cc(nn2)CO[C@H]1CN(C)C(=O)Nc1cccc(Oc2ccccn2)c1,-1,0.0
C[C@@H]1CN([C@H](C)CO)C(=O)Cc2cc(NS(=O)(=O)c3cccs3)ccc2O[C@@H]1CN(C)Cc1ccccc1,16,-2.2
CNC[C@@H]1Oc2c(NC(=O)Nc3ccccc3)cccc2C(=O)N([C@H](C)CO)C[C@H]1C,-7,1.8
COc1ccc(C[C@H](N)C(=O)N[C@@H]2[C@@H](CO)OC(n3cnc4c(N(C)C)ncnc43)[C@@H]2O)cc1 (stereo partly specified),.,1.0
Cc1noc(C)c1S(=O)(=O)Nc1cccc2c1O[C@H](CN(C)CC1CCCCC1)[C@H](C)CN([C@H](C)CO)C2=O,0,0.9
Cc1ccccc1-c1ccc2c(c1)O[C@@H](CN(C)C(=O)Nc1ccc(F)cc1)[C@@H](C)CN([C@@H](C)CO)S2(=O)=O,-20,-0.2
CCNC(=O)C[C@H]1CC[C@H](NC(=O)C2CCOCC2)[C@@H](CO)O1,-5,0.0
COc1cccc(C2CC(=O)NC(SCC(=O)Nc3ccccc3Cl)=C2C#N)c1OC (stereo unspecified),-7,-0.1
COCC(=O)Nc1ccc2c(c1)OC[C@H](C)N(C(=O)CC1CC1)C[C@@H](C)[C@H](OC)CN(C)C2=O,-1,0.0
O=C(CSc1nnc(-c2ccccc2)n1-c1ccccc1)Nc1ccccc1C(F)(F)F,13,3.0
CC(C)c1cnc(NC(=O)Cc2ccccc2)s1,-2,-0.3
COc1ccc(C(=O)NCCCSc2nc(C(C)(C)C)cc(C(F)(F)F)n2)cc1,12,0.1
C/C=C/c1ccc2c(c1)O[C@H](CN(C)C(=O)NC(C)C)[C@H](C)CN([C@@H](C)CO)S2(=O)=O,-3,-9.5
COc1cc(OC)c(C2=NOC(C(=O)Nc3cnn(C45CC6CC(CC(C6)C4)C5)c3)C2)cc1Cl (stereo unspecified),-20,-0.3
C[C@@H]1CN([C@H](C)CO)C(=O)c2cccc(NC(=O)Nc3ccc(F)cc3)c2O[C@H]1CN(C)Cc1ccc(C(=O)Nc2ccccc2N)cc1,-29,.
CO[C@@H]1CN(C)C(=O)c2ccc(NC(=O)c3ccccc3F)cc2OC[C@H](C)N(C(=O)c2ccccc2F)C[C@H]1C,0,-0.3
O=C(Nc1ccccc1)C1=C[C@@H](c2ccc3c(c2)OCO3)C[C@@H](OCCCCO)O1,-3,.
C[C@H](CO)N1C[C@H](C)[C@H](CN(C)C(=O)NC2CCCCC2)Oc2c(NC(=O)C3CC3)cccc2C1=O,0,.

# Brought forward from above: 2 compounds, followed by the next part.
SMILES,PRC2 inh,IDH1 mut inh
O=C(Nc1ccccc1)C1=C[C@@H](c2ccc3c(c2)OCO3)C[C@@H](OCCCCO)O1,-3,.
C[C@H](CO)N1C[C@H](C)[C@H](CN(C)C(=O)NC2CCCCC2)Oc2c(NC(=O)C3CC3)cccc2C1=O,0,.
O=C(C[C@H]1CC[C@H](NC(=O)C2CCC2)[C@@H](CO)O1)NCC1CC1,-11,1.4
C[C@H](CO)N1C[C@H](C)[C@@H](CN(C)S(=O)(=O)c2cn(C)cn2)Oc2ccc(N(C)C)cc2C1=O,-6,0.7
CO[C@H]1CN(C)C(=O)c2cc(NC(=O)c3ccccc3)ccc2OC[C@H](C)N(C(=O)CN(C)C)C[C@H]1C,3,0.2
Cc1cc2c(=O)n(Cc3ccco3)c(SCC(=O)N3CCc4ccccc43)nc2s1,.,-0.2
CO[C@@H]1CN(C)C(=O)c2cc(NC(=O)Nc3c(C)noc3C)ccc2OC[C@H](C)N(C)C[C@@H]1C,1,0.4
CCCC(=O)c1ccc(OCc2nc3ccccc3[nH]2)cc1,12,0.2
Cc1ccc(S(=O)(=O)N(C)C[C@@H]2OCCCC[C@@H](C)Oc3ccc(NC(=O)NC(C)C)cc3C(=O)N([C@@H](C)CO)C[C@H]2C)cc1,.,-2.2
C[C@H](CO)N1C[C@H](C)[C@H](CN(C)S(=O)(=O)c2ccc(Cl)cc2)Oc2c(NC(=O)Nc3ccc(F)cc3)cccc2C1=O,.,0.1
C[C@@H]1CN([C@@H](C)CO)C(=O)Cc2cc(NC(=O)Cc3cn(C)c4ccccc34)ccc2O[C@H]1CN(C)Cc1ccc(C(=O)Nc2ccccc2N)cc1,.,-24
C[C@@H]1CCCCO[C@H](CN(C)C)[C@@H](C)CN([C@H](C)CO)C(=O)c2cc(NS(=O)(=O)c3ccc(F)cc3)ccc2O1,-6,.

# Reprinted at random: five records from the list.
SMILES,PRC2 inh,IDH1 mut inh
CO[C@H]1CN(C)C(=O)c2cc(NC(=O)c3ccccc3)ccc2OC[C@H](C)N(C(=O)CN(C)C)C[C@H]1C,3,0.2
C[C@H]1CN([C@@H](C)CO)C(=O)CCCn2nncc2CO[C@H]1CN(C)C(=O)Nc1cccc2ccccc12,.,-0.5
Cc1noc(C)c1S(=O)(=O)Nc1cccc2c1O[C@H](CN(C)CC1CCCCC1)[C@H](C)CN([C@H](C)CO)C2=O,0,0.9
C/C=C/c1ccc2c(c1)O[C@H](CN(C)C(=O)NC(C)C)[C@H](C)CN([C@@H](C)CO)S2(=O)=O,-3,-9.5
C[C@H]1CN([C@@H](C)CO)C(=O)Cc2cc(NS(C)(=O)=O)ccc2O[C@H]1CN(C)S(C)(=O)=O,.,2.9
